Screening results deposited in PubChem by National Center for Advancing Translational Sciences (NCATS).
TDP1 cell CPT = DT40-hTDP1 cell growth loss with CPT | 420,000 tested, 12% active | chicken DT40 Tdp1-/-;hTDP1 cells + 20 nM CPT, ATP luminescence, 48 h | Potency, µM (series often up to 46.2 µM), for inactives: top-dose activity change, negative = growth inhibition, most hits filed as inhibitors; also: nearly all actives have a fitted effect of over 55% in size
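Cell growth measured by CellTiter-Glo luminescence after a minimum 48 h, 37 C compound exposure with 20 nM CPT in Tdp1-knockout DT40 cells stably expressing hTDP1, seeded 400/well; qHTS titration format.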
FEN1 inhibitor = human FEN1 inhibition | AID 588795 | 390,000 tested, 0.35% active | Recombinant FEN1 flap cleavage, fluorescence, 15 min | Potency, µM (top dose mostly 114 µM), without a hit: at the top dose activity change, negative = inhibition, usual class: inhibitors | P39748; also: nearly all actives have a fitted effect of over 65% in size
Target sequence (P39748 whole entry, looked up): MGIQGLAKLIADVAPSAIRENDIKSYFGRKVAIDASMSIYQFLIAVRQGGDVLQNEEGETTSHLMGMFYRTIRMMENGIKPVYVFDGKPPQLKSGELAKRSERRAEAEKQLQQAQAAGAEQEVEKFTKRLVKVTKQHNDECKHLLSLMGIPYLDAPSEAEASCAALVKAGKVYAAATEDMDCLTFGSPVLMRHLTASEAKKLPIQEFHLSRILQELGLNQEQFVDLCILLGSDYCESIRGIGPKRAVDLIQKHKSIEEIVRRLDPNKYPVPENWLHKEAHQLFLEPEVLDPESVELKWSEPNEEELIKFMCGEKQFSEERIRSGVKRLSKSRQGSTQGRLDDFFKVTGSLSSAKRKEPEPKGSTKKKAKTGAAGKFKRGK
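Quantitative HTS format: each compound was titrated, incubated with 10 nM nuclease for 15 min at room temperature, then challenged with flap substrate at 50 nM final. Signal change over 15 min gave concentration–effect curves.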
KAT2A inh = blocks human GCN5L2 histone acetyltransferase; GCN5L2 HAT assay, ThioGlo1 CoA-SH fluorescence; Potency, µM (series often up to 58.9 µM), inactives show at the top dose activity change, negative = inhibition, hits mostly inhibitors; AID 504327; Q92830; 390,000 tested, 0.21% active
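qHTS, 1536-well. 20nM enzyme, pH 7.5 HEPES/EDTA/Tween-20 buffer; 15 min compound preinc., RT. Start: 75uM H3(1-25), 70uM AcCoA, 50uM ThioGlo1. Read Ex340/Em540 at t=0 (autofluorescence flag) and t=20 min.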
An asterisk follows results filed as active; ? = inconclusive; . = not tested or not shown; & = joins results of further samples. Calls follow the shape of the dose curve; as a rule, active = well fitted curve in the direction sought with a large enough effect; inconclusive = small, poorly fitted or top-dose-only effect, or another doubt; inactive = no such curve, though single readings can be large; an effect the other way counts as inactive or inconclusive. % is scaled to controls: 0 for no effect and ±100 for the full control effect; potency is read from the fitted curve at half-maximal effect.

SMILES | TDP1 cell CPT | FEN1 inhibitor | KAT2A inh
CC(O)CNc1nc2c(c(=O)n(C)c(=O)n2C)n1Cc1cccc(Br)c1 (stereo not given) | ? | -6% | -2%
COc1cc(C(CC(=O)Nc2ccc(Br)cn2)N2Cc3ccccc3C2=O)cc(OC)c1OC (stereo not given) | ? | 16% | -7%
Cc1ccsc1/C=N/NC(=O)C(O)c1ccccc1 (stereo not given) | 5% | 4% | -13%
N#CC1(CCCN2CCCCC2)c2ccccc2CCc2ccccc21 | ? | -12% | .
CCC(COC(=O)Nc1ccccc1)NC(=O)OC(C)C (stereo not given) | ? | -14% | -5%
CCC1CCCCN1S(=O)(=O)c1ccc(NC(=O)c2ccncc2)cc1 (stereo not given) | 16µM* | 3% | -22%
C(=C\c1ccnc2ccccc12)/c1cc2c3c(c1)CCCN3CCC2 | 2.2µM* | -16% | .
CC(=O)Nc1c(O)n(C)c2ccccc12 | -6% | -1% | 4%
CCOC(=O)C(CC)Sc1nc2c(cnn2-c2ccc(F)cc2)c(=O)[nH]1 (stereo not given) | 0% | 1% | 20%
C=CCC(CC=C)(CNC(=O)C(=O)Nc1ccc(Br)cc1)c1ccc(OC)c(OC)c1 | -18% | -4% | 1%
COc1ccc(C(CNS(=O)(=O)c2ccc(NC(C)=O)c(OC)c2)N2CCCCC2)cc1 (stereo not given) | -7% | 7% | 0%
O=C(CCS(=O)CCC(=O)NCc1ccccc1)NCc1ccccc1 | -1% | -2% | 7%
Cc1ccc(NC(=O)C(=O)NCCOc2ccccc2Cl)cc1 | ? | -2% | 0%
Clc1ccc(Nc2ncnc3c2cnn3-c2ccccc2)cc1 | ? | -27% | -2%
CC(C)n1c(-c2ccc(C(C)(C)C)cc2)n[nH]c1=S | 11µM* | 11% | 17%
CC(C)(C)c1ccc(C(=O)N/C(=C\c2cccs2)C(=O)NCc2ccco2)cc1 | -29% | -4% | -8%
Cc1cc(C)cc(C(=O)NCC(=O)OCc2nc(N)nc(Nc3ccccc3C)n2)c1 | -11% | -7% | -2%
Cc1cccc(-n2nc3c(c2NC(=O)C(C)C)CS(=O)(=O)C3)c1C | 5% | -2% | -9%
CC(C(=O)Nc1cccnc1)N1C(=O)c2ccccc2C1=O (stereo not given) | -1% | -12% | 1%
Cc1cccc(N=Nc2c(C)[nH]n(-c3ccccc3)c2=O)c1 | 2% | -10% | -5%

Structures shown so far containing four or more nitrogen atoms:
SMILES | TDP1 cell CPT | FEN1 inhibitor | KAT2A inh
CC(O)CNc1nc2c(c(=O)n(C)c(=O)n2C)n1Cc1cccc(Br)c1 (stereo not given) | ? | -6% | -2%
CCOC(=O)C(CC)Sc1nc2c(cnn2-c2ccc(F)cc2)c(=O)[nH]1 (stereo not given) | 0% | 1% | 20%
Clc1ccc(Nc2ncnc3c2cnn3-c2ccccc2)cc1 | ? | -27% | -2%
Cc1cc(C)cc(C(=O)NCC(=O)OCc2nc(N)nc(Nc3ccccc3C)n2)c1 | -11% | -7% | -2%
Cc1cccc(N=Nc2c(C)[nH]n(-c3ccccc3)c2=O)c1 | 2% | -10% | -5%

The results go on:
SMILES | TDP1 cell CPT | FEN1 inhibitor | KAT2A inh
CCOC(=O)C/C(C)=N\Nc1nc(-c2ccccc2)cs1 | ? | -3% | -11%
C#CCOCCOCCOCCNc1nc(N2CCN(C(=O)C([C@@H](C)CC)n3cc(C(N)CO)nn3)CC2)nc(N2CCN(C(=O)[C@H](CCC(=O)O)n3cc(C(N)CC(C)C)nn3)CC2)n1 (stereo not given in full) | 2% | 1% | 4%
N#C/C(=C\c1c(F)cccc1Cl)S(=O)(=O)c1ccccn1 | 3% | 1% | -7%
CN(C)S(=O)(=O)c1cccc(COC(=O)c2ccc(Cl)cc2O)c1 | ? | 6% | -3%
O=c1cc(N2CCC3(CC2)OCCO3)[nH]c(=O)n1-c1ccc(Br)cc1 | 0% | -2% | -22%
Cc1cc([N+](=O)[O-])nn1CCC(=O)NC1CCCCCC1 | 0% | -4% | -1%
O=C(Nc1ccccc1-c1ccccc1)c1ccccc1 | -13% | -13% | -9%
CCn1cc(/C=C(\NC(=O)c2ccccc2)C(=O)NCCCN2CCOCC2)c2ccccc21 | -8% | 8% | -9%
Cc1ccc(NC(=O)Cn2nc(C)c3nn(-c4ccc(Cl)cc4)c(C)c3c2=O)cc1F | ? | -13% | -8%
CCCOc1ccc(C(=O)C(c2ccccc2)N2CCOCC2)cc1 (stereo not given) | ? | 2% | -4%
CC[C@@H](NS(=O)(=O)c1ccc(C)cc1)C(=O)Oc1ccc2c3c(c(=O)oc2c1)CCC3 | -18% | 5% | -4%
CCc1cccc(CC)c1C(OC(C)=O)c1cccnc1 (stereo not given) | -23% | -7% | .
COc1ccc(C(=O)n2nc(C)c(Br)c2C)cc1 | -13% | -9% | 15%
CC(=O)N1CCN(Cc2nc3cc(NC(=O)COc4cccc(C)c4)ccc3n2C)CC1 | 0% | -17% | -6%
Oc1ccccc1CN1CCCC(N2CCc3ccccc3C2)C1 (stereo not given) | -25% | 16% | -9%
O=C(COc1cccc2c1CCN(Cc1ccc(Cl)cc1)C2=O)N1CCOCC1 | ? | -2% | -6%
Cc1nnc(SCC(=O)N(CC(C)C)C2CCS(=O)(=O)C2)n1N (stereo not given) | -20% | -3% | 2%
O=C(COc1ccccc1)NC(NC(=S)Nc1ccccc1C(=O)O)C(Cl)(Cl)Cl (stereo not given) | -21% | -5% | -2%
Cc1cccc(C2CC(c3ccccc3)Nc3nc(N)nn32)c1 (stereo not given) | -2% | 2% | -10%
O=C(CCCN1C(=O)NC2(CCCC2)C1=O)Nc1ccc(Cl)c(S(=O)(=O)N2CCOCC2)c1 | 8% | 5% | 6%
CCN(CC)c1nc2ccccc2nc1C(C#N)C(=O)NCCc1ccccc1 (stereo not given) | ? | -21% | -4%
O=C(COC(=O)c1cccnc1)Nc1cccc(Cl)c1 | 9% | 0% | -2%
CN1CCN(C(=O)C23CCC(C)(c4nc5ccccc5nc42)C3(C)C)CC1 (stereo not given) | -14% | -12% | -1%
COC(=O)/C=C/c1cccc([C@H]2[C@@H]3C=CC[C@@H](C)[C@@H]3C(=O)N2Cc2ccccc2)c1 | 23µM* | 0% | -11%&15%
CCOc1ccccc1NC(=O)CSc1nnnn1-c1ccccc1 | ? | -1% | -3%
COc1ccc(/C=C/C(=O)O)cc1S(=O)(=O)Nc1ccc2c(c1)OCO2 | -2% | -11% | -1%
Nc1cc(C(=O)c2cccs2)ccc1Cl | -20% | -11% | 0%
Cn1c(N/N=C/c2cc3ccccc3nc2Cl)nc2ccccc21 | 3.3µM* | 12% | -6%
CC(NC(=O)Nc1ccc(F)cc1F)c1ccc2c(c1)OCO2 (stereo not given) | ? | 18% | -2%
Cc1ccc(-n2nc3cc(C)c(NC(=O)COc4ccccc4)cc3n2)cc1 | 5% | -1% | 2%

A different layout for some results above.
Structure	TDP1 cell CPT	FEN1 inhibitor	KAT2A inh
CN1CCN(C(=O)C23CCC(C)(c4nc5ccccc5nc42)C3(C)C)CC1 (stereo not given)	-14%	-12%	-1%
CC(NC(=O)Nc1ccc(F)cc1F)c1ccc2c(c1)OCO2 (stereo not given)	?	18%	-2%
CCN(CC)c1nc2ccccc2nc1C(C#N)C(=O)NCCc1ccccc1 (stereo not given)	?	-21%	-4%
COC(=O)/C=C/c1cccc([C@H]2[C@@H]3C=CC[C@@H](C)[C@@H]3C(=O)N2Cc2ccccc2)c1	23µM*	0%	-11%&15%
CCOc1ccccc1NC(=O)CSc1nnnn1-c1ccccc1	?	-1%	-3%
COc1ccc(/C=C/C(=O)O)cc1S(=O)(=O)Nc1ccc2c(c1)OCO2	-2%	-11%	-1%
Nc1cc(C(=O)c2cccs2)ccc1Cl	-20%	-11%	0%

(listing goes on)
SMILES | TDP1 cell CPT | FEN1 inhibitor | KAT2A inh
O=C(Cn1c(=O)n(Cc2ccco2)c(=O)c2oc3ccccc3c21)Nc1ccc(F)c(Cl)c1 | ? | -2% | -2%
CC(C)CC(=O)Nc1nnc(CCc2ccccc2)s1 | -21% | 10% | -6%
O=C(NNC(=O)c1cccc2ccccc12)c1cccc(Cl)c1 | -10% | 6% | .
COc1ccc(-n2c(SCC(=O)Nc3cccc(C(=O)O)c3)nnc2-c2ccco2)cc1 | -7% | 3% | -7%
O=C(Cn1c(-c2ccccc2)c[n+]2ccsc12)c1ccc([N+](=O)[O-])cc1 | 23µM* | -9% | -10%
CCN(CC(=O)NCc1cccs1)CC(=O)Nc1ccc(C(N)=O)cc1 | 10% | -11% | -1%
COc1cccc(OC)c1OC(=O)/C=C/c1ccc(C)o1 | 18% | 6% | -6%
O=S(=O)(NCC1COc2ccccc2O1)c1ccccc1F (stereo not given) | -8% | 2% | -6%
CCn1cc(C(=O)NCc2ccc3c(c2)OCO3)c(=O)c2cc(S(=O)(=O)N(C)C)ccc21 | ? | -10% | -6%
CCOC(=O)CN1C(=O)C(CC)Oc2ccc(Cl)cc21 (stereo not given) | -18% | -2% | -6%
CCC1CCCCN1CCCNC(=O)CCNC(=O)Cn1cnc2ccccc2c1=O (stereo not given) | 18% | 7% | 2%
CN(C)S(=O)(=O)N(CC(=O)Nc1ccc2ccccc2c1)c1ccccc1 | -4% | -4% | -7%
CC1(c2cccc(Br)c2)NC(=O)N(CC(=O)NCC2CCCO2)C1=O (stereo not given) | 4% | 2% | 1%
CN1CCN(S(=O)(=O)c2ccc(NC(=O)c3cccc(F)c3)cc2)CC1 | -14% | 1% | 2%
CCN(CC)CCCN1C(=O)C(=O)/C(=C(/O)c2ccc3c(c2)OCCO3)C1c1ccco1 (stereo not given) | -13% | 6% | -3%
CC(C)C[C@H](NC(=O)NCCC1=CCCCC1)C(=O)O | 3% | 1% | -4%
O=C(O)c1ccccc1-c1c2cc(I)c(=O)c(I)c-2oc2c(I)c(O)c(I)cc12 | ? | 40µM* | 11µM*
COc1ccc(CCNC(=O)CSc2nc(O)cc(=O)[nH]2)cc1OC | 1% | -12% | 1%
Cc1nc2cc(NCc3ccccc3O)ccc2n1Cc1ccccc1 | ? | 1% | -21%
O=C(O)Cc1sc(N/N=C\c2ccncc2)nc1-c1ccccc1 | -2% | 13% | 3%
O=C(Nc1ccccc1C(=O)N1CCN(c2cccc(Cl)c2)CC1)C1=CSCCO1 | 11% | -5% | -9%
COC(=O)c1ccc(Cl)c(NC(=O)C2CCN(S(=O)(=O)Cc3ccccc3)CC2)c1 | -24% | 16% | 1%
CCOC(=O)CCC(=O)N1CCOCCOCCOCC1 | -12% | 7% | -1%
CC(Oc1cc2oc(=O)c3c(c2cc1Cl)CCC3)C(=O)NCc1ccncc1 (stereo not given) | 12% | -15% | 1%
C(=N/Nc1nc(-c2ccccc2)cc(-c2ccccc2)n1)/c1cccnc1 | ? | -5% | -6%
COc1ccc2c(c1)CC/C2=N\OC(=O)c1ccccc1C | -18% | -4% | 1%
CC1CCN(C(=O)Cn2cc(C#N)c3ccccc32)CC1 | 5% | -3% | 0%
COCCN1CC(CNC(=O)c2cc(COc3ccc(C)c(C)c3)on2)CC1=O (stereo not given) | -21% | 4% | 1%
O=C(Cn1c(SCc2ccccc2)nc2ccccc21)N1CCOCC1 | -12% | -8% | -4%
Cc1ccsc1C(=O)N1CCN(c2ccccn2)CC1 | 1% | -9% | -4%
COc1ccc(CN2CCc3c(c(=O)n4ncc(C(=O)N5CCN(c6ccccc6OC)CC5)c4n3C)C2)cc1 | 16µM* | 15% | -7%
CC1SC2(NC1=O)C1CC3CC(C1)CC2C3 (stereo not given) | -3% | -13% | -13%
CC(=O)c1c(C)nc2cc(Cl)ccc2c1N | -9% | -1% | -7%
O=C(CS(=O)c1ccc(F)cc1)N1CCOCC1 (stereo not given) | 12% | -4% | 29%
CCOC(=O)CSc1nc(COc2ccccc2)nc2ccccc12 | -2% | -4% | -8%
CCCCn1c(-c2ccccc2)nc2c(=O)n(C)c(=O)[nH]c21 | -19% | -4% | -6%
O=C(Cc1ccccc1[N+](=O)[O-])NCCCc1ccccc1 | 16µM* | 4% | -27%

Some of the compounds tested (hit frequency here may not be typical).
